# aSyn 5UTR inh – MLPCN primary screen, SNCA 5' untranslated region; alpha-synuclein 5'UTR reporter, inhibitor activity; inhibition, % (tested at 7.5 µM); hit rate 0.82% among 300,000; AID 1813; in the data active = inhibition above about 60%; inconclusive = no clear call, values can overlap the other calls;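 also: H4 neuroglioblastoma cells stably carrying SNCA 5'UTR luciferase fusion; 0% = DMSO wells and 100% = positive control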
# HIF act – HIF pathway transcriptional activation | hit rate 0.32% among 300,000 | U2OS HRE-luciferase reporter, luminescence; normalized: DMSO 0%, desferrioxamine 100% | AID 1910 | activation, % at 7.5 µM (by protocol);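 active = mean activation of at least 10% of the iron chelator positive control signal, with at least half of replicates also reaching 10%; inconclusive = mean and replicate majority disagree about reaching 10%; inactive = mean and most replicates under 10%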
# HDAC3 inhib – human HDAC3 inhibition | AID 2718 | recombinant HDAC3, fluorogenic peptide/trypsin coupled, fluorescence | inhibition, % at 8.3 µM | hit rate 0.15% among 320,000 | O15379; in the data active = inhibition above about 26%, passing the limit was not always enough; inconclusive = no clear call, values can overlap the other calls
# Target sequence (O15379 whole entry, looked up): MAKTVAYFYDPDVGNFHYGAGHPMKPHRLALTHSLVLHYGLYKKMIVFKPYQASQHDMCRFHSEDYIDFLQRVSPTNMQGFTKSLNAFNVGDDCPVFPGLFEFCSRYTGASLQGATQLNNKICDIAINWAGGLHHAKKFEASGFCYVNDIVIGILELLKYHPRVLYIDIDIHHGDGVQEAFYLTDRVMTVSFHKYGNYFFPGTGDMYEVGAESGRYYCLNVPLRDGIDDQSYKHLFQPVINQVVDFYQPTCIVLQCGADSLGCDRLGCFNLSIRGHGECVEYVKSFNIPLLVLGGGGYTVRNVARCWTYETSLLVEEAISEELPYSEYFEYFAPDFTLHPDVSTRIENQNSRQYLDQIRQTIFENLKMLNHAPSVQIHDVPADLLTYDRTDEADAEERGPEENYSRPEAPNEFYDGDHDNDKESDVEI
# KLF5 inhibitor – inhibitors of KLF5 expression. DLD-1 KLF5 promoter-luciferase reporter, luminescence. hit rate 0.23% among 290,000. AID 1700. inhibition, % at 5 µM;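 active = inhibition above a per-plate limit of that plate's mean compound inhibition plus 3 SD, cut at about 60% in these data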;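 also: 0% = DMSO wells and 100% = LY294002 at 200 µM; higher means less KLF5 promoter-driven luciferase light; inactives centre near -14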
# IEC-6 tox – counter-screen for KLF5 inhibitors: cytotoxicity in IEC-6 cells. IEC-6 cytotoxicity, luminescence viability. inhibition, % at 5 µM. hit rate 0.78% among 290,000. AID 1825; in the data active = inhibition above about 22%;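 also: 0% = plate median of test compound wells and 100% = cytotoxic reference compound wells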
# HSF1 inh – HSF1 inhibition | NIH3T3-HGL HSE-luciferase, MG132-induced, luminescence 8 h; hits give low values | activity change, negative = inhibition, % at 7.5 µM (by protocol) | hit rate 0.77% among 300,000 | AID 2098;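 active = more than half of replicate wells show activity change below -50%, luminescence cut by over half; inconclusive = some wells, but at most half, below -50%; inactive = no replicate well below -50%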;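 also: luciferase reports HSF-1 transcriptional activity via heat shock element; 0% = median of DMSO wells and -100% = zero luminescence signal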
# Platelet DG rel – platelet dense granule release activity | human platelet-rich plasma, SFLLRN dense granule ATP release, luminescence | inhibition, %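 (compounds screened at 7.5 µM in platelet-rich plasma)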 | hit rate 0.22% among 300,000 | AID 1663;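 active = mean replicate score, as percent of positive control, at or above 50; inconclusive = mean below 50 but at least one replicate at or above 50; inactive = mean and every replicate below 50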
# HSF1 activator – increases HSF-1 driven luciferase reporter signal; hit rate 1.7% among 300,000; NIH3T3-HGL HSF-1 luciferase reporter, MG132, 8 h; 100% = twice DMSO control signal; activation, % at 9 µM; AID 504408;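 active = mean replicate activation of at least 50% with a set share of replicates each reaching 50%; inconclusive = only one of those two conditions met; inactive = mean below 50% and too few replicates reaching it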;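 also: 0% = median of the neutral control wells and 100% = twice that signal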
# HSP90 inh – inhibitors of HSP90 luciferase refolding in rabbit reticulocyte lysate | luciferase refolding luminescence, 3 h | inhibition, % at 5.6 µM | hit rate 0.91% among 290,000 | AID 1789;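 active = inhibition above the screen-wide mean plus 3 SD, computed separately per campaign, cut at about 16% in these data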;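 also: 0% = DMSO wells and 100% = 60 µM geldanamycin wells; inhibitors lower the luminescence because luciferase stays unfolded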
# AI-2 QS mod – modulates the Vibrio harveyi AI-2 quorum sensing system | activity change, % at 7.5 µM | hit rate 0.4% among 300,000 | AID 2094 | Vibrio harveyi JMH597 AI-2 luminescence/OD600 ratio, 9 h; hits give low values; strain lacks LuxN and CqsS sensors; 0 = neutral-control median; in the data active = activity change below about -75%, passing the limit was not always enough; inconclusive = no clear call, values can overlap the other calls;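 also: luminescence divided by OD600 gain over 9 h not by final OD600 alone; inactives centre near 13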
# * = called active by the depositor; ? = inconclusive; · = no result given. Compounds as they come; overall some 5% were active at least once.
# Every second line gives: aSyn 5UTR inh	HIF act	HDAC3 inhib	KLF5 inhibitor	IEC-6 tox	HSF1 inh	Platelet DG rel	HSF1 activator	HSP90 inh	AI-2 QS mod
(1) CCn1cc(Cl)c(C(=O)Nc2ccc3c(c2)OCCO3)n1
    -58.8	-0.5	-0.6	-92.4	10.5	8.6	14.7	1.8	3.7	41.8
(2) O=c1[nH]c2cc3c(cc2cc1C(c1nnnn1Cc1ccccc1)N1CCCc2ccccc21)OCO3 (stereo unspecified)
    -42.6	-0.3	-1.6	-19.6	-1.7	3.3	10.2	-4.5	2.6	7.5
(3) CC(C)c1ccccc1NC(=O)COC(=O)Cc1ccsc1
    -1.3	-0.3	0.2	3.0	-5.5	-0.9	-3.5	-0.1	-1.5	10.4
(4) O=C(NNC(=O)c1cc(Br)c(Br)s1)c1csc(N2CCOCC2)n1
    5.8	2.3	-8.5	·	·	-10.7	3.2	-6.8	·	16.6
(5) O=C1CC(NCc2ccc(F)cc2)C(=O)N1c1ccccc1 (stereo unspecified)
    14.4	-0.4	0.6	-9.9	-2.0	-7.5	-1.3	11.3	-2.4	4.3
(6) Cc1cc(C)cc(NC(=O)Nc2cc(S(=O)(=O)N(C)C)ccc2C)c1
    11.9	-0.5	0.5	-23.3	0.5	8.3	2.2	5.8	-0.1	24.1
(7) Cc1cccc(N2CCN(CC(=O)NCc3ccc(Cl)cc3)CC2)c1C
    10.4	-34.8	9.5	-12.2	-2.9	-3.0	-4.7	-1.4	1.7	58.1
(8) CSCCC(NC(=O)c1ccco1)C(=O)Nc1cc(C)ccn1 (stereo unspecified)
    -130.1	2.6	·	·	·	1.2	18.4	4.1	·	30.0
(9) OC(COc1ccccc1Br)CN1CCNCC1 (stereo unspecified)
    13.5	1.0	6.4	-32.3	-0.1	-2.7	0.4	4.5	-1.2	8.2
(10) COc1ccc(/C=C/C(=O)Nc2cc(C)nn2-c2nc3ccccc3n2Cc2cccc([N+](=O)[O-])c2)cc1
    -42.3	-0.2	-0.4	2.3	-7.5	3.4	-8.0	4.3	4.8	14.8
(11) COc1ccc(C(=O)C2CCCN(C(=O)CCc3scnc3C)C2)c(C)c1 (stereo unspecified)
    -4.5	0.0	-1.8	3.5	-0.1	8.5	-1.7	12.7	2.3	7.6
(12) O=C(NC1(C(F)(F)F)C(=O)Nc2c1c(=O)[nH]c(=O)n2-c1ccccc1)c1cccnc1 (stereo unspecified)
    ·	·	7.3	-22.1	-2.7	·	·	·	3.6	·
(13) COC(=O)[C@@]12CCCCN1[C@H](c1ccc(-c3ccc(OC)cc3)cc1)[C@@H]1C(=O)N(C)C(=O)[C@@H]12
    19.7	0.8	?	·	·	-3.9	-6.6	-14.8	·	7.4
(14) CCOc1ccc(OCC)c(NC(=O)c2nnn(CC(=O)Nc3cc(C)cc(C)c3)c2N)c1
    40.2	-4.0	-14.4	-8.9	9.7	-2.3	6.3	-1.1	-5.2	26.9
(15) Cc1cc(Nc2c(C)n(C)n(-c3ccccc3)c2=O)n2c(nc3cc(F)c(F)cc32)c1C#N
    18.9	-0.1	-1.8	-14.3	-6.7	4.9	1.6	-5.0	11.2	18.0
(16) O=C(COc1ccccc1)Nc1nnc(C23CC4CC(CC(C4)C2)C3)s1
    -75.3	0.3	-5.7	-4.7	-4.7	3.8	-1.8	-1.8	-6.4	22.1
(17) Cc1ccc(S(=O)(=O)NCC(C)n2nc(C)cc2C)cc1 (stereo unspecified)
    -12.8	-0.3	5.6	-11.2	-7.0	-5.8	0.2	-9.3	-4.1	24.7
(18) Cc1c2c(nc3c(C(=O)NC4CCCC4)cnn13)CCCC2
    27.1	0.0	-9.8	-6.2	-0.4	5.5	6.7	12.3	3.8	19.2
(19) O=C(Nc1ccccc1)c1ccc[nH]1
    -25.4	0.3	3.1	-21.2	-0.9	3.3	3.8	0.9	-0.6	9.1
(20) C=CCc1ccccc1OCC(O)CN1CCOCC1 (stereo unspecified)
    2.0	-0.3	0.0	·	·	-1.5	-11.5	3.6	·	11.5
(21) O=C(Cn1cnc2c(nnn2Cc2ccccc2)c1=O)c1ccc(Cl)cc1
    3.7	-0.5	5.5	-19.6	-3.7	-1.1	-0.6	-14.4	0.9	2.7
(22) CCCCN1c2ccccc2N(CCCO)c2cc(C)nnc21
    -10.7	-21.4	-12.2	-14.1	-7.0	-5.1	-4.9	17.2	-0.4	2.7
(23) COc1ccccc1CC(=O)Nc1ccc2c(C)cc(=O)oc2c1
    -8.7	-0.9	-21.7	-46.5	-0.2	5.7	·	12.8	-2.2	8.8
(24) Cc1cccc(NC(=O)COc2coc(CN3CCN(c4ccccc4)CC3)cc2=O)c1C
    -0.3	0.1	0.1	·	·	-2.0	-0.3	10.0	·	10.4
(25) C=CCNC(=S)NNC(=O)CCC(O)CCCCC (stereo unspecified)
    3.7	-0.2	7.0	-36.1	4.4	-1.0	8.0	-12.0	6.3	10.6
(26) O=C(CSc1nc(C2CC2)nc2ccccc12)Nc1ccccc1Cl
    -15.9	-0.6	-1.2	6.1	-7.3	6.3	5.6	29.5	-1.2	16.3
(27) CCn1cc(C(=O)NCc2ccc(Cl)cc2)c(=O)c2cc(S(=O)(=O)N3CCOCC3)ccc21
    -8.8	1.1	-3.0	-37.3	2.4	-2.0	14.4	5.0	-3.4	13.6
(28) O=C(CNC(=S)N(Cc1ccccc1)Cc1ccccc1F)NCc1ccc(Cl)cc1
    9.4	-0.5	·	-19.2	-6.1	-0.6	-31.0	45.8	0.6	18.5
(29) CC(=O)OCCCn1c(C)[n+](C)c2cc(Cl)c(Cl)cc21
    -17.5	-0.4	-8.8	-9.8	9.4	4.9	-2.0	22.1	4.6	17.9
(30) O=C(NC1CCCCC1)C1CCN(S(=O)(=O)N2CCOCC2)CC1
    6.9	0.0	3.5	-50.1	-5.8	8.5	-3.7	23.2	-3.7	-8.7
(31) O=C(O)c1cc(Cl)ccc1NC(=O)C1CCCO1 (stereo unspecified)
    22.2	-0.7	-2.4	4.3	0.4	5.1	-1.6	-4.6	-2.5	31.8
(32) COc1cccc(/C=C/C(=O)OCC(=O)NCc2ccc(Cl)cc2)c1
    -12.4	-0.8	7.2	-13.2	-0.4	-9.8	2.3	-3.7	0.0	17.6
(33) Cc1cccc(-n2cc(CNCCc3nc(C)cc(C)n3)c(-c3cccc(F)c3)n2)c1
    -6.8	-0.7	9.0	-4.4	1.8	13.9	12.5	37.6	4.1	2.8
(34) COc1ccc(C(=O)N/C(=C/c2cccnc2)C(=O)N2CCCCCC2)cc1OC
    0.5	-0.9	-1.5	-15.6	-1.5	-0.6	-3.8	3.4	-6.6	9.3
(35) CCCN(CC(=O)Nc1ccccc1C)C(=O)Cc1coc2cc(C)ccc12
    13.5	-0.4	4.3	-23.9	-1.4	5.8	11.8	8.7	-3.3	-9.2
(36) CC1CC2=C(CC1/C=N/NC(N)=S)C(C)(C)CCC2 (stereo unspecified)
    -13.0	-0.2	-3.7	-1.2	0.9	-25.0	-13.3	-34.7	0.6	27.1
(37) CCOC(=O)CSc1c(-c2ccccc2)c2cc(Cl)ccc2[nH]c1=O
    25.9	-0.2	-0.9	20.3	-11.7	6.4	-17.1	-15.0	3.2	11.1
(38) CN(CC(=O)N1CCN(Cc2ccccc2)CC1)S(=O)(=O)c1ccc(Br)cc1
    14.0	0.2	2.9	1.1	2.6	-3.3	-22.0	-2.5	1.7	-5.8
(39) Cc1ccc(S(=O)(=O)N2CCOCC2)cc1C(=O)NNC(=O)c1ccoc1C
    8.4	-0.1	-3.5	-40.3	-4.4	-0.9	-4.0	-6.3	-2.1	5.2
(40) COc1ccccc1NS(=O)(=O)c1cccc(NC(=O)c2[nH]c(C)c(C(C)=O)c2C)c1
    15.5	-0.3	·	1.7	7.9	13.8	-5.7	20.7	0.7	12.2
(41) Cc1ccc(OCC(=O)OC2CCS(=O)(=O)C2)cc1 (stereo unspecified)
    16.5	-0.3	-4.8	2.0	1.7	-5.1	0.9	-3.2	-1.2	7.1
(42) Cc1occc1C(=O)Nc1c(F)cc(F)cc1Br
    22.6	-0.3	0.5	-7.7	-3.7	2.9	13.6	-5.6	-4.8	15.6
(43) Cc1cc([N+](=O)[O-])nn1CC(=O)N1CCN(Cc2ccccc2)CC1
    10.0	0.0	-2.5	2.4	-2.0	-2.5	5.7	-0.1	-4.6	14.1
(44) CCNS(=O)(=O)c1ccc(CCC(=O)N2CCOCC2)cc1
    3.2	-1.8	1.5	-20.7	-1.6	-7.6	2.2	-14.1	-5.6	8.2
(45) CC(C)=CCN1CCN(CCC2=C(C)CCCC2(C)C)CC1CCO (stereo unspecified)
    -18.3	-0.3	5.3	-9.8	-0.8	-7.2	4.5	0.3	4.6	-2.0
(46) CCOc1ccc(S(=O)(=O)N2CCC(C(=O)NC3CCCCC3)CC2)cc1
    10.8	-0.4	-5.4	-16.9	3.4	-2.8	-3.9	-6.7	-0.1	19.2
(47) Cc1ccccc1Cn1c(Cc2ccccc2)nc2ccccc21
    -30.4	-0.5	1.3	-15.2	-5.0	8.8	4.0	23.6	-0.8	1.0
(48) CC(=O)NCC(=O)OCC(=O)c1ccc(C)c(C)c1
    1.5	0.4	-2.7	-2.8	-1.7	-10.8	-3.7	7.5	1.4	10.8
(49) O=C(C1CCCN(S(=O)(=O)c2ccccc2[N+](=O)[O-])C1)N1CCCC1 (stereo unspecified)
    10.3	0.4	-1.8	1.9	1.6	-2.5	-21.7	8.3	2.9	38.8
(50) O=C1CCCCCN1CSc1nc2ccccc2s1
    1.1	-0.3	3.9	-10.7	0.5	2.5	-1.2	7.8	1.3	19.4
(51) Cc1c(C)n(-c2ccccc2)c2ncnc(NCCN(C)C)c12
    13.6	0.0	-1.2	-26.0	1.7	-3.9	7.9	12.0	-6.7	-9.5
(52) OC1(c2ccc(Br)cc2)CCNCC1
    2.3	-0.1	-1.6	7.6	-3.6	-1.1	-11.3	15.6	0.4	-7.3
(53) CCCS(=O)(=O)NCc1ccc2c(c1)cc(C)n2C
    1.1	-0.8	-1.8	-26.2	-2.0	5.6	5.7	-17.4	-1.2	6.4
(54) Cc1cc(C)n2nc(C(=O)NC(c3ccccc3)c3ccccc3)nc2n1
    16.4	-0.9	-7.5	-1.8	-9.5	-10.7	5.1	-10.3	-4.4	43.4
(55) C=CCOc1ccc(/C=C/C(=O)OCC(=O)NCc2cccs2)cc1
    -53.0	1.9	-2.6	·	·	-0.1	-3.3	5.6	·	10.6
(56) CSc1cc(-c2ccccc2)[nH]c(=O)c1C#N
    7.3	-0.2	1.9	17.9	1.6	-1.2	0.5	10.7	-0.8	31.6
(57) CC(C)CN(C(=O)c1ccc(N2CCCC2=O)cc1)C1CCS(=O)(=O)C1 (stereo unspecified)
    6.1	-0.6	-11.3	·	·	2.6	4.5	-3.9	·	34.6
(58) COc1cccc(N(CC(=O)NCC2CCCO2)C(=O)CNS(=O)(=O)c2ccccc2)c1 (stereo unspecified)
    -6.3	-0.3	0.3	-20.1	-3.4	1.9	0.4	-4.4	-0.2	11.7
(59) COc1ccc(S(=O)(=O)Nc2c(O)c3ccccc3oc2=O)cc1
    12.2	0.1	1.7	-9.2	7.2	9.4	-4.8	0.8	1.0	9.1
